# Compound activity (PubChem)
# p97 ATPase inh – human p97 ATPase inhibition; inhibition, % at 8 µM; hit rate 0.42% among 220,000; recombinant p97 ATPase, Kinase-Glo ATP luminescence, 3 h; P55072; in the data active = inhibition above about 15%;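 also: 0% = DMSO vehicle and 100% = wells lacking enzyme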
# Target sequence (P55072 whole entry, looked up): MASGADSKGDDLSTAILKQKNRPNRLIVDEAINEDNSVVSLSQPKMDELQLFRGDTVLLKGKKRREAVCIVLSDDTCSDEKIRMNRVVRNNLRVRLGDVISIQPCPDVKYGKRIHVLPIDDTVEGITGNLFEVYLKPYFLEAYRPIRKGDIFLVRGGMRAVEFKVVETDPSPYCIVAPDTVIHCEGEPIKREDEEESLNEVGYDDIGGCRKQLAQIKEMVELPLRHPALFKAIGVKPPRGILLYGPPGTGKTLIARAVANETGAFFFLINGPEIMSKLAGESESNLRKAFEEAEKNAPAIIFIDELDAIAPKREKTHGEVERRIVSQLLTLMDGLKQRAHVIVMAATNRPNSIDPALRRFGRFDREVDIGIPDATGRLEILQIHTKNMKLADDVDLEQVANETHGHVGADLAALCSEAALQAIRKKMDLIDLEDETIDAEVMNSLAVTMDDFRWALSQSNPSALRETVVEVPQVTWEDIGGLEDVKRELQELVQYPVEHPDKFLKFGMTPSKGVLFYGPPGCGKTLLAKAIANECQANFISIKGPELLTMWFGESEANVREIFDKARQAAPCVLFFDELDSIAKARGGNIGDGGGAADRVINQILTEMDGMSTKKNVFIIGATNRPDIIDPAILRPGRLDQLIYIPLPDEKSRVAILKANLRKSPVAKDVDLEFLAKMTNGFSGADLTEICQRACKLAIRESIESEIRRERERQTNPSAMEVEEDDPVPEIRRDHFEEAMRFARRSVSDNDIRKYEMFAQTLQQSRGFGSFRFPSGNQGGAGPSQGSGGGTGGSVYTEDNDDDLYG
# MDM2 E3 inh – blocks human Mdm2 ubiquitin ligase activity; signal enhancement, % at 5 µM; cell-based MDM2 ubiquitination luciferase reporter, 2 h; 0 = plate control, 100 = twice control, blank-subtracted; Q00987; hit rate 0.11% among 210,000; AID 1230;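 active = signal enhancement of 30% or more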;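 also: luminescence tracks abundance of the self-degrading MDM2-luciferase fusion protein; higher signal means inhibition of MDM2 E3 ligase activity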
#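 system = mammalian cells stably expressing self-ubiquitinating, self-degrading MDM2 E3–luciferase fusion | quantity = 2000 cells per well seeded | incubation = 4 h cell settling then 2 h compound exposure, 37 °C | signal = SteadyLite luminescence, 15 min reagent step | benchmarks = plate control and blank wells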
# FXIa inh 1536 – inhibitors of human coagulation factor XIa; AID 798; hit rate 0.14% among 220,000; P03951; inhibition, % at 5 µM; purified FXIa, Boc-Glu-Ala-Arg-AMC fluorogenic substrate;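 active = inhibition of at least 40%; inactive = inhibition below 40%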;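 also: fluorescence of freed AMC excited at 355 nm; 0% = enzyme without compound and 100% = no enzyme blank; many of its hits are not listed in these tables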
# FXIIa inh 1536 – blocks human coagulation factor XIIa protease activity. hit rate 0.3% among 220,000. AID 800. purified FXIIa, Boc-QGR-AMC fluorogenic substrate, 2 h. P00748. inhibition, % at 5 µM; in the data active = inhibition above about 40%;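 also: 0% = enzyme with no compound and 100% = blank without enzyme; many of its hits are not listed in these tables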
# Wee1 stabilizer – blocks degradation of human Wee1 kinase | P30291 | HeLa Luc-Wee1K328M stability, luciferase luminescence; 100% = proteasome inhibitor MG132 effect | reporter increase, % at 5 µM | hit rate 1.2% among 220,000;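 active = activation above the mean of all tested compounds plus 3 SD, set per screening run, cut at about 8.8% in these data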;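 also: cells exposed to compound for 20 h before luminescence read; 0% = DMSO alone and 100% = MG132 at 30 µM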
# hK5 inh – kallikrein 5 (human) inhibition. recombinant hK5, fluorogenic AMC substrate cleavage. inhibition, % at 5 µM. hit rate 0.59% among 210,000. AID 873;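 active = inhibition of 40% or more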;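 also: 0% = enzyme controls without compound and 100% = no-enzyme blanks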
# Target sequence (Q9Y337 67-293 limits assumed): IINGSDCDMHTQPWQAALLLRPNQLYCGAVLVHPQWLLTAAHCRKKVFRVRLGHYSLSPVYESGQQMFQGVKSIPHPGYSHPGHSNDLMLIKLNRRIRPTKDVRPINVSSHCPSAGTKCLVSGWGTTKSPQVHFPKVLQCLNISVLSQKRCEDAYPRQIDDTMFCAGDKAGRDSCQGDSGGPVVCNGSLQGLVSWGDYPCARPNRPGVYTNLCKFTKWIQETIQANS
# 14-3-3 Bad inh – disrupts binding of bovine 14-3-3 zeta to phospho-Bad peptide; P63103; TR-FRET 14-3-3zeta/Dy647-pBad peptide displacement, 1 h; inhibition, % at 21.7 µM; hit rate 0.71% among 220,000; AID 781;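 active = inhibition above about 70%, limit read from the data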;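 also: 0% = full 14-3-3 plus peptide FRET controls and 100% = background without 14-3-3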
# eIF4E-4G inh – eIF4E/eIF4G interaction inhibition in translation initiation. inhibition, % at 21.7 µM. P63073+Q04637. TR-FRET eIF4E-eIF4GI(517-606) binding, 2 h. hit rate 0.37% among 220,000;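 active = inhibition above about 30%, limit read from the data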;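 also: 0% = full FRET control wells and 100% = background wells lacking eIF4GI fragment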
# Rad51 HR inh – Rad51 (human) homologous recombination inhibition. Q06609. hRad51 DNA strand exchange, fluorescence dequenching. inhibition, % at 10 µM. hit rate 0.085% among 200,000;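 active = inhibition above 40% at the single screening dose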;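 also: 0% = DMSO control wells and 100% = blanks with heterologous ssDNA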
#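 Material: human Rad51–ssDNA filaments; Probe or stimulus: labelled 47-mer dsDNA for strand exchange; Doses: single 10 µM dose; Incubation: 37 °C 15-min filament assembly, 30-min compound preincubation, 15-min exchange; Technique: FRET fluorescence dequenching, excitation 485 nm, emission 520 nm; Measure: Fluorescence-based percent inhibition, control- and blank-normalised; Benchmarks: plate control and blank wells.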
# * marks the source's active call; other numbers are inactive results; . = not tested or not shown; & = joins results of further samples; ! = not active in a repeat; [ ] = dose if it differs, or a comment.
SMILES,p97 ATPase inh,MDM2 E3 inh,FXIa inh 1536,FXIIa inh 1536,Wee1 stabilizer,hK5 inh,14-3-3 Bad inh,eIF4E-4G inh,Rad51 HR inh
COC(=O)c1ccc(OC(=O)C2CC(=O)N(c3ccc(C)cc3C)C2)cc1 (stereo not drawn),-3,-15,-1,5,3,-23,-4[fluorescence artefact?],-4[fluorescence artefact?],3
CN1CCN(Cc2cn[nH]c2-c2ccc(F)cc2F)[C@@H](c2ccccc2)C1,-5,-17,32,30,0,30,0,2,10
CC(C)CCNC(=O)c1cccc(C(=O)NCCC(C)C)c1,2,3,-2,10,0,2,3,2,-10
COc1cc(-c2nnc(CSc3nnc(Nc4ccc(C(C)C)cc4)s3)o2)cc(OC)c1OC,5,-3,4,12,6,-7,5,7[fluorescence artefact?],0
CS/C(=C\C(=O)c1ccco1)Nc1ccccc1Cl,-3,-14,11,25,6,8,-1,-4,-19
CC(C)C(C)NC(=O)CN1C(=O)NC2(CCc3ccccc3C2)C1=O (stereo not drawn),0,-4,-7,-2,3,-15,8,4,-42
CCn1c(=O)cc(OCC(=O)N2CCN(c3ccc(F)cc3)CC2)c2ccccc21,2,10,0,12,1,3,7,5,5
COc1ccc2c(Cl)c(C(=O)NN)sc2c1,3,-25,19,17,4,14,-2,-3,4
Cc1ccc(S(=O)(=O)Nc2ccc(N3CCCCC3)cc2)cc1,3,-18,-3,0,-1,-8,-5,14,0
O=C(Oc1ccc(C(=S)N2CCC(O)CC2)cc1)c1ccc(Cl)cc1,0,-20,5,12,5,.,4,-2,.
CC(=O)N1CCn2c3c(c(=O)c4cc(C)ccc42)CCC31 (stereo not drawn),3,-9,-5,13,-2,-5,4,4,.
O=C(OCCN1CCCCC1)c1ccc(O)cc1,1,-5,3,14,0,-4,5,4,-7
Cn1c(SCC(=O)c2ccc(O)c(O)c2)nnc1-c1cccs1,9,-2,0,3,-1,-7,22,7,19
CC(=O)Nc1nc2n(n1)C(c1ccccc1)C=C(c1ccccc1)N2 (stereo not drawn),-4,-18,3,12,1,-1,2,-1,-12
COc1ccc(/C=N/N(C(C)=O)c2nc(-c3ccc(C)cc3)cs2)cc1,1,-11,7,15,1,-12,54,1,-5
Fc1ccc(SCCc2ccccn2)cc1,3&-9,-3&-9,-1&37,40*!,1&6,-2&35,-8&0,-1&-3,-1&-3
CCOC(=O)c1ccc(NC(=O)CSCCC(=O)O)cc1,6,-15,-1,7,-1,2,-2,-4,-2
Cc1cc(C)cc(N2C(=O)c3nccnc3C2=O)c1,2,2,-5,-2,-1,-13,-3,12,7
C#CCN1C(=O)C(O)(CC(=O)c2ccc3c(c2)OCCO3)c2ccccc21 (stereo not drawn),1,1,8,18,1,-3,6,-2,1
O=C(N1CCN(c2ccccc2)CC1)C(F)(F)C(F)F,-5,.,0,7,3,-3,-6[fluorescence artefact?],-3,0
COC(=O)c1sc(N)c(C(=O)OC)c1CSc1nc2sc3c(c2c(=O)n1C)CCC3,-1,-13,23,32,-1,3,4,-3,4
CC(C)n1c(SCc2ccccc2F)nc2c1c(=O)n(C)c(=O)n2C,-11,-15,4,12,0,-7,5,-1,-5
COc1cc(C2C(C#N)=C(SC)NC3=C2C(=O)CCC3)ccc1O (stereo not drawn),3,-2,2,11,-3,0,-9,3,.
COc1cccc(NS(=O)(=O)c2ccc3[nH]cc(C(=O)NCCCOC(C)C)c(=O)c3c2)c1,2,-9,5,9,-1,-15,45,-4,2
COc1ccc(COC(=O)c2ccc(N3CCCC3=O)cc2)cc1F,-3,-7,-6,6,0,-10,-9[fluorescence artefact?],4,2
COc1ccc(OCC(O)CNc2ccc(Br)cc2)cc1 (stereo not drawn),-6,-2,5,-5,-1,2,-7,2[fluorescence artefact?],-3
COc1ccc(CCNC(=O)Cc2ccc3c(c2)OCO3)cc1OC,2,-10,5,3,0,-7,4,5[fluorescence artefact?],7
c1cncc(CN=C2Nc3ccccc3CS2)c1,7,-8,-1,4,-2,-1,-2,2,-2
COC(=O)/C(=C1\Oc2ccc(C(C)(C)C)cc2S1)C(F)(F)F,-5,-12,-2,10,3,3,4[fluorescence artefact?],7,-8
COc1cccc(NC(=O)CSc2nc3ccccc3c3nc4ccccc4n23)c1,-4,-6,-1,-1,0,-14,70,-9,6
N=c1sccn1CC(=O)Nc1ccc(Cl)c(S(=O)(=O)N2CCOCC2)c1,2,-16,-7,-18,-1,-1,4,3,2
O=C(CNC(=O)c1ccc(Cl)cc1)NCCCn1ccnc1,4,-7,-2,14,-3,-10,5[fluorescence artefact?],2,-1
c1ccc(-c2nnc(-c3ccco3)n2-c2ccccc2)cc1,-3,2,4,20,5,-7,11,0,-5
Cc1ccc(NC(=O)C2CC2C)c(Cl)c1 (stereo not drawn),6,-2,0,7,-2,-15,-13,-3,14
CSCCC(NS(=O)(=O)c1ccc(Cl)cc1)C(=O)OCC(=O)NC12CC3CC(CC(C3)C1)C2 (stereo not drawn),22*,-16,2,6,7,15,1,5,-8
CSCc1cc(N2CCOCC2)nc(-c2ccccc2)n1,4,-8,3,0,1,-1,-10,-4,3

# 7 entries from above, arranged by molar mass, highest first:
SMILES,p97 ATPase inh,MDM2 E3 inh,FXIa inh 1536,FXIIa inh 1536,Wee1 stabilizer,hK5 inh,14-3-3 Bad inh,eIF4E-4G inh,Rad51 HR inh
CSCCC(NS(=O)(=O)c1ccc(Cl)cc1)C(=O)OCC(=O)NC12CC3CC(CC(C3)C1)C2 (stereo not drawn),22*,-16,2,6,7,15,1,5,-8
COc1cccc(NC(=O)CSc2nc3ccccc3c3nc4ccccc4n23)c1,-4,-6,-1,-1,0,-14,70,-9,6
COc1ccc(CCNC(=O)Cc2ccc3c(c2)OCO3)cc1OC,2,-10,5,3,0,-7,4,5[fluorescence artefact?],7
COC(=O)/C(=C1\Oc2ccc(C(C)(C)C)cc2S1)C(F)(F)F,-5,-12,-2,10,3,3,4[fluorescence artefact?],7,-8
O=C(CNC(=O)c1ccc(Cl)cc1)NCCCn1ccnc1,4,-7,-2,14,-3,-10,5[fluorescence artefact?],2,-1
CSCc1cc(N2CCOCC2)nc(-c2ccccc2)n1,4,-8,3,0,1,-1,-10,-4,3
Cc1ccc(NC(=O)C2CC2C)c(Cl)c1 (stereo not drawn),6,-2,0,7,-2,-15,-13,-3,14

# (more compounds)
SMILES,p97 ATPase inh,MDM2 E3 inh,FXIa inh 1536,FXIIa inh 1536,Wee1 stabilizer,hK5 inh,14-3-3 Bad inh,eIF4E-4G inh,Rad51 HR inh
O=C(CNc1ccc2ccccc2c1)N/N=C/C=C/c1cccc([N+](=O)[O-])c1,4,-7,-4,-1,-1,-3,26,21[fluorescence artefact?],-1
CCN(CC)C(=O)Cn1cc(C(=O)C(=O)NCc2ccco2)c2ccccc21,-2,-4,1,12,0,0,6,-3,10
CCc1ccc(-c2nn[nH]n2)cc1,1,-22,-13,1,-3,-19,18,1,8
CCOC(=O)CNC(=O)CSc1nc2cccnc2n1C,2,-46,12,28,0,-20,-2,-1,-6
O=C(c1ccc(SCc2ccco2)c([N+](=O)[O-])c1)N1CCOCC1,-5,-6,-7,-4,0,-17,-3,-5,4
COc1ccc(OC)c2[nH]c(=O)c(CCNC(=O)c3ccc(Br)o3)cc12,5,-11,18,17,-1,-8,-4,-9,1
NNC(=O)c1nn(-c2ccc(Cl)cc2)ccc1=O,2,-1,4,10,-2,-13,-8,0,7
CCOc1ccc(CN2CCNC(=O)C2CC(=O)NCCCn2ccnc2)cc1 (stereo not drawn),4,-10,-1,6,1,.,-12,5,-13
O=C1N=C2SCCN2/C1=C\c1ccc(Cl)cc1,4,-19,3,10,-2,-8,-10[fluorescence artefact?],0[fluorescence artefact?],4
Cc1nn(Cc2ccccc2)c(Cl)c1C(=O)NCc1ccc(C)n1C,0,-26,-11,1,-2,-11,-14,-2,-3
CCOc1ccc(-n2c(=S)sc3c(=O)[nH]c(SCC(=O)NC(C)CC)nc32)cc1 (stereo not drawn),-2,-11,8,18,-1,-3,3,-3,1
CCN1CCN(c2ncnc3c2cnn3-c2ccc(C)cc2C)CC1,.,5,3,9,.,1,-1,-23,1
Cc1ccc(-n2c(-c3cnccn3)n[nH]c2=S)c(Br)c1,2,-5,-3,9,-1,1,-5,-1,5
CC1(C)CC(CCN(Cc2ccccc2)C(=O)c2ccco2)(c2ccccc2)CCO1 (stereo not drawn),-4,-12,8,14,5,-3,-3,1,6
O=C(CSc1nnc(CNC(=O)c2ccccc2F)o1)c1ccc(Cl)cc1,0,9,7,17,0,5,3,-3,-8
Cc1nnc(Nc2ccc3c(c2)ncn3C)c2ccccc12,1,-10,12,15,-3,18,7,14,-3
CC(C)(C)NC(=O)NC(=O)CSc1nnc(COc2ccccc2Cl)o1,-3,0,5,12,0,-11,16,6,4
N#C/C(=C/Nc1ccccc1)c1ccsc1,4,-12,5,4,-2,20,-17,-1,5
CS(=O)(=O)c1nncn1-c1ccccc1,1,.,-2,4,-2,-14,13,3,-4
Cn1c(NC(=O)C2CCCO2)cc(=O)n(C)c1=O (stereo not drawn),-1,-9,23,37,-4,2,5,-12[fluorescence artefact?],1
Cn1ncc(Cl)c1C(=O)N1CCN(C(=O)c2ccco2)CC1,3,-10,-4,5,5,-1,-6,-8,-1
O=C(c1ccc(F)cc1)c1c[nH]c(C(=O)NCCCN2CCOCC2)c1,2,-10,-11,18,-4,-21,8,0,6
O=C(OCC(=O)c1c[nH]c2ccccc12)c1ccc([N+](=O)[O-])s1,31*,4,1,8,-1,7,-1,1,.
C=CCC(CC=C)(C(N)=O)c1ccccc1,-2,-3,-1,10,0,4,-2,-1,-5
COC(=O)c1[nH]c2ccc(C)cc2c1NC(=O)Oc1ccccc1,4,0,6,22,-1,-11,-13,2,-10
CCCC(O)(CCC)C(=O)NN(C(=O)CCl)c1ccccc1,5,-8,3,9,3,-7,-26,2,.
Cc1ccc(NC(=O)c2cc(-c3cccs3)on2)cc1C,-1,-14,10,2,0,-15,-18,-2,1
Cc1nc(C(=O)Nc2ccc(Cl)cc2)nn1-c1ccc([N+](=O)[O-])cc1,0,-14,-3,4,5,-7,26[fluorescence artefact?],2,0
COc1cc(C)nc(Nc2nc(C)c(C(C)=O)s2)n1,1,-15,2,15,-2,-24,14,3,3
Cc1oc(-c2ccccc2)cc1C(=O)NCc1ccncc1,-1,-15,9,6,0,1,5,3,8
COc1ccc2c(c1)nc(NCCCO)n2Cc1ccccc1,6,.,-3,9,3,1,-2,-10,4
COc1ccc([N+](=O)[O-])cc1NCc1cccc([N+](=O)[O-])c1,6,4,0,5,4,1,-10,2,29
Cc1ccc(/C=N/NC(=O)c2csc3c2CCCC3)cc1,0,2,-1,16,8,7,7,-3,8
Cc1cccc(-c2noc(-c3ccno3)n2)c1,1,-12,-2,1,-1,2,-4,-4,-6
Cc1ccc(C(=O)N2CCOCC2)cc1Cl,2,-16,20,21,-2,-8,5[fluorescence artefact?],-5,3
CCCCn1c(N)c(C(=S)NC(=O)CC(C)C)c(=O)n(C)c1=O,-8,-3,-3,1,1,-23,14[fluorescence artefact?],2,.
CSc1ccc(OC2CCCCC2NS(=O)(=O)c2ccc(Cl)cc2)cc1 (stereo not drawn),-2,-7,2,5,0,-12,-15[fluorescence artefact?],0,12
